Vc quorum ag: quorum light induction in luxS cqsA deficient V. cholerae | V. cholerae BH1578 lux reporter, luminescence, 6 h | AID 588436 | activation, % at 18.7 µM | 350,000 tested, 0.16% active; in the data active = activation mostly above about 9.7%, no sharp cut-off; inconclusive = no clear call, values can overlap the other calls; inactive = mostly below about 3.7%; note: not every result past the cut was called active; inactives centre near 0; reference of the scale not given here
PriA SSB inh: inhibitors of Klebsiella pneumoniae PriA binding to SSB C-terminal tail | inhibition, % at 33 µM | AlphaScreen SSBct-PriA binding, biotinylated peptide | 430,000 tested, 0.6% active | AID 1272365; in the data active = inhibition mostly above about 37%, no sharp cut-off; inactive = mostly below about 20%;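 note: plate controls were negative control peptide for no effect and reference peptide for full effect; strong numbers were not always called active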
TcdB inh: inhibitors of Clostridioides difficile toxin B glycohydrolase; P18177; TcdB glycohydrolase enzymatic assay, plate reader; inhibition, % at 9.99 µM; 350,000 tested, 0.24% active; in the data active = inhibition above about 10%
PfHsp40 yeast: restores yeast growth despite PfHsp40 toxicity | S. cerevisiae expressing PfHsp40, growth rescue, ATP luminescence | growth rescue, % at 12.5 µM | 340,000 tested, 0.68% active; in the data active = growth rescue above about 28%, passing the limit was not always enough; inconclusive = no clear call, values can overlap the other calls;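 note: yeast W303a lacking pdr1 and pdr3 grown in galactose medium; growth measured after three days at 30 °C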
3CLpro inhibitor: SARS-CoV 3CLpro protease inhibition; recombinant SARS-CoV 3CLpro, quenched FRET peptide cleavage; inhibition, % at 6 µM; 290,000 tested, 0.14% active; in the data active = inhibition above about 12%
CCHFV vOTU inh: blocks the CCHF virus ovarian tumor domain protease; CCHFV vOTU protease, Pep-AMC fluorescence; inhibition, % at 11.5 µM; 370,000 tested, 0.55% active; AID 651958; in the data active = inhibition above about 30%; note: 0% = vehicle wells with enzyme and 100% = no enzyme wells
Yp Topo-I inh: Y. pestis Topo-I inhibition via cleavage products | activity, % at 10 µM | 360,000 tested, 0.064% active | Y. pestis Topo-I cleavage product accumulation, plate reader | AID 504884; in the data active = activity above about 50%, passing the limit was not always enough; inconclusive = no clear call, values can overlap the other calls; note: inactives centre near 2
VHR inh abs: DUSP3 (human) phosphatase inhibition. P51452. recombinant VHR phosphatase, pNPP absorbance. inhibition, % at 13.3 µM. 290,000 tested, 0.52% active; in the data active = inhibition above about 50%; note: some compounds called inactive have numbers as strong as hits
Anthrax LF inh2: anthrax lethal factor protease inhibition | inhibition, % at 10 µM | AID 588501 | P15917 | 360,000 tested, 0.12% active | multiplex microsphere protease cleavage assay, LF; note: plate controls were buffer without enzyme for full effect and enzyme alone for no effect
BoNT A protease: inhibitors of Botulinum neurotoxin A light chain protease; multiplex microsphere protease substrate cleavage, flow cytometry; AID 588499; inhibition, % at 10 µM; 360,000 tested, 0.17% active; note: plate controls were buffer without enzyme for full effect and enzyme alone for no effect
Numbers without * were called inactive; i = inactive; u = inconclusive; x = not tested or not shown. Cut-off read from the data, not from the text of the source, unless noted: active = inhibition above about 30%; inconclusive = no clear call, values can overlap the other calls; inactive = below that. Only part of the results is shown, so the mix of outcomes need not match the whole.

Results follow in this order: Vc quorum ag	PriA SSB inh	TcdB inh	PfHsp40 yeast	3CLpro inhibitor	CCHFV vOTU inh	Yp Topo-I inh	VHR inh abs	Anthrax LF inh2	BoNT A protease
1: CCCS(=O)(=O)NC(=O)C1(C)CCN(C(=O)c2cc(OC)c(OC)c(OC)c2)C1 (stereo not drawn)
  -0.5	x	-0.1	x	x	3.5	-3.3	x	8.8	0.3
2: C=CCNC(=O)c1ccccc1NC(=O)COc1ccccc1
  -2.5	-6.8	-1.4	-0.2	3.7	-10.3	-0.5	-16.7	-0.4	-0.9
3: CN1CCN(C(=O)c2cc([N+](=O)[O-])ccc2Cl)CC1
  i	0.6	0.9	0.8	-4.5	-4.8	4.2	20.4	-12.8	-5.9
4: N#Cc1ccccc1CN1C(=O)S/C(=C/c2cccn2-c2ccc(C(=O)O)cc2)C1=O
  2.8	-14.3	x	-1.0	-0.8	11.9	18.2	-8.0	0.9	-0.2
5: COc1ccc(-c2cc(=O)oc3cc(OCC(C)=O)ccc23)cc1
  i	-10.3	1.4	0.2	3.3	6.0	9.0	-2.9	0.0	-0.1
6: CN(C)CCN(C(=O)c1ccc(S(=O)(=O)N(C)C)cc1)c1nc2cc3c(cc2s1)OCCO3
  i	-1.8	0.4	-1.1	1.8	3.0	7.6	16.0	-0.9	-0.3
7: COC(=O)C1=C(N)N(c2ccccc2F)C2=C(C(=O)CC(C)(C)C2)C1c1ccc(OC)c(OC)c1 (stereo not drawn)
  -0.6	14.8	x	-1.3	3.8	17.3	27.5	8.1	-0.5	-0.7
8: O=C(c1ccncc1)N1N=C(c2ccc(Br)cc2)CC1c1ccccc1O (stereo not drawn)
  -0.3	20.4	0.3	1.0	3.4	4.2	16.5	10.1	0.9	0.7
9: CCOc1cccc(NC(=O)C2CC(=O)NC(=Nc3ccccc3)S2)c1 (stereo not drawn)
  -0.3	-4.2	x	0.5	-2.1	12.7	3.1	3.5	-1.1	-1.0
10: CCCCN(C(=O)C1CCN(C(=O)c2ccccc2C)CC1)c1c(N)n(CC(C)C)c(=O)[nH]c1=O
  -0.4	-9.5	-4.7	-2.2	x	4.6	-1.4	x	-0.5	-0.3
11: CCc1ccc(-c2ccc3nnc(SC)n3n2)cc1
  -4.6	-14.4	-0.8	2.3	-3.8	10.3	15.6	14.2	0.9	3.5
12: COc1cc(OC)c(OC)cc1CNc1nnnn1C
  0.7	-4.6	2.0	-1.5	0.4	-6.4	5.5	2.3	17.2	-0.7
13: COc1ccc2nc(C)cc(Sc3nc4ccccc4s3)c2c1
  i	11.5	3.0	0.1	-1.2	-7.9	30.4	14.8	0.0	-0.8
14: CC(=O)Nc1nc(NC(=O)C(Cl)(Cl)Cl)n(-c2ccccc2)n1
  0.6	1.9	1.2	-2.0	0.1	-3.1	0.2	16.2	-11.5	u
15: CCCCC(=O)N1CCN(c2nc(-c3ccc(F)cc3)cs2)CC1
  -0.4	-10.1	-4.7	-1.0	-2.1	3.6	-0.6	16.6	-6.8	1.0

New compounds follow:
Results follow in this order: Vc quorum ag	PriA SSB inh	TcdB inh	PfHsp40 yeast	3CLpro inhibitor	CCHFV vOTU inh	Yp Topo-I inh	VHR inh abs	Anthrax LF inh2	BoNT A protease
16: O=C(Cn1cc([N+](=O)[O-])cn1)Nc1ccn(Cc2c(F)c(F)c(F)c(F)c2F)n1
  -2.7	-9.9	-1.1	-0.1	2.3	9.6	-4.6	27.3	-1.1	0.5
17: c1ccc2c(C3OCC4(CCCCC4)CO3)cccc2c1
  i	x	1.0	x	x	1.7	5.0	x	5.2	0.3
18: CCN1C(=O)c2cccc3c(Cl)ccc(c23)C1=O
  -0.3	-6.5	-0.7	0.7	0.6	-5.3	-4.0	22.5	3.6	-0.5
19: Cn1cc(CCNC(=O)c2ccc3nc(Cc4ccccc4F)oc3c2)cn1
  i	-10.1	-1.6	u	-3.5	9.3	6.6	10.4	-0.8	1.1
20: COc1ccc(C(=O)CSc2cc(C)nc(SCC(=O)c3ccc(C)cc3)n2)cc1
  0.7	-31.0	x	-1.9	-4.1	3.3	13.7	0.9	-1.6	0.2
21: Cc1ccc(-c2cc(C(=O)Nc3cc(C)ccc3O)no2)cc1
  i	-7.2	0.4	0.0	-4.3	1.1	-6.0	30.0	-4.1	-3.7
22: Cc1ccc(CNC(=O)CCS(=O)(=O)c2ccc(Br)cc2)cc1
  i	19.9	0.7	-1.1	6.8	-9.9	-4.1	5.5	1.4	-0.1
23: CCO[C@H]1OC(C(=O)NCc2nc3ccccc3[nH]2)=C[C@@H](C2CC2)[C@@H]1CCCO
  -0.4	-0.8	0.4	-0.5	1.0	1.6	-0.8	17.5	-7.4	-0.3
24: CN1CCN(/C(=N\S(=O)(=O)c2ccc(F)cc2)c2ccccc2)CC1
  0.5	x	x	1.2	6.8	0.9	-3.1	24.9	-3.6	-0.4
25: N#Cc1cccnc1Nc1ccc(Cl)cc1
  -0.3	-2.1	0.8	0.6	1.6	3.7	-2.7	22.5	2.4	0.1
26: COc1cc(C2(c3ccc(O)c(OC)c3)C(=O)Nc3c(C)cc(Br)cc32)ccc1O
  -0.5	14.3	-0.9	7.0	x	4.0	3.5	x	-1.4	3.7
27: Cc1ccc(/C=C2/NC(=O)[C@H](C)NC2=O)cc1
  1.2	-8.1	-0.5	-1.7	-6.1	-6.8	-2.6	22.2	0.0	-1.6
28: COc1ccccc1N(Cc1cc2ccc(C)cc2[nH]c1=O)C(C)=O
  i	-5.0	-0.5	-1.3	3.4	-17.7	0.3	20.4	5.7	1.3
29: COc1ccc(C(C(=O)OC(C)CN(C)C)c2ccccc2)cc1 (stereo not drawn)
  0.4	0.1	x	-1.2	-4.8	1.9	1.2	18.8	-1.4	0.1
30: O=C(Nc1ccc(N2CCN(C(=O)c3cccs3)CC2)cc1)c1ccccc1Cl
  i	9.3	1.4	1.2	3.3	-5.3	13.7	6.9	-3.1	-1.2

31: S=c1[nH]nc(-c2cccs2)n1/N=C/c1c(Cl)cccc1Cl
32: CCCCC[C@H](C)N1C[C@@H](COCc2ccccc2)Oc2cc(N3CCC[C@H]3CO)ccc2S1(=O)=O
33: COCCCNC(=O)[C@H](Cc1ccccc1)NC(=O)CC[C@H]1O[C@@H](n2ccc(=O)[nH]c2=O)[C@H](O)[C@@H]1O
34: O=C(c1cccnc1)N(Cc1ccccc1)C1(C(=O)Nc2ccccc2)CCCCC1
35: COc1ccc2nc(N(CCN(C)C)C(=O)c3ccc4ncsc4c3)sc2c1
36: COc1ccc(NC(=O)CC2Oc3ccccc3NC2=O)cc1 (stereo not drawn)

| assay / compound | 31 | 32 | 33 | 34 | 35 | 36 |
| --- | --- | --- | --- | --- | --- | --- |
| Vc quorum ag | -0.3 | x | x | 3.4 | -0.3 | 1.1 |
| PriA SSB inh | x | x | x | -8.3 | x | -13.8 |
| TcdB inh | 1.1 | -0.2 | 0.4 | x | 0.6 | 0.1 |
| PfHsp40 yeast | -1.3 | x | x | -0.2 | x | 0.2 |
| 3CLpro inhibitor | 1.3 | x | x | 2.9 | x | 0.6 |
| CCHFV vOTU inh | -0.3 | 26.2 | -7.0 | -10.1 | 0.3 | 10.5 |
| Yp Topo-I inh | 0.9 | x | x | 18.9 | 0.9 | 0.9 |
| VHR inh abs | 13.1 | x | x | 1.0 | x | -1.5 |
| Anthrax LF inh2 | -0.5 | -11.0 | -1.1 | -0.8 | -3.2 | 5.3 |
| BoNT A protease | -1.5 | 0.7 | 0.3 | -0.5 | -0.7 | -0.5 |

37: Cc1nc2ccc(S(=O)(=O)NC(C(=O)N3CCCC3)C(C)C)cc2s1 (stereo not drawn)
38: O=C(N/N=C/c1ccc[nH]1)c1ccccc1[N+](=O)[O-]
39: N/C(=N\OC(=O)c1ccc(Cl)c([N+](=O)[O-])c1)c1ccccc1
40: Cc1ccc(-c2cc(C(=O)N/N=C/c3ccccc3)n[nH]2)o1
41: Cc1ccc2nc(NC(=O)c3ccc(Cn4cc(Cl)cn4)o3)sc2c1
42: CSc1nnc(-c2ccccc2N=Cc2c(C)[nH]n(-c3ccccc3)c2=O)c(=O)[nH]1
43: C=CCN(c1ccccc1OC)S(=O)(=O)c1ccc(Cl)c(C(=O)NCc2ccco2)c1
44: CCOc1cccc(-c2nnc3sc(COc4ccc(Cl)cc4)nn23)c1
45: COc1ccccc1CCc1nnc(CCC(=O)NC(C)Cc2ccsc2)o1 (stereo not drawn)

| assay / compound | 37 | 38 | 39 | 40 | 41 | 42 | 43 | 44 | 45 |
| --- | --- | --- | --- | --- | --- | --- | --- | --- | --- |
| Vc quorum ag | -0.1 | i | -1.0 | -0.3 | i | x | i | i | -0.2 |
| PriA SSB inh | -9.9 | x | x | x | -16.4 | -20.5 | x | -2.9 | -12.8 |
| TcdB inh | -4.9 | x | -0.1 | 1.1 | x | x | 0.9 | x | -0.2 |
| PfHsp40 yeast | 1.4 | -0.2 | 1.2 | 0.0 | 0.3 | -1.2 | x | 0.4 | -2.0 |
| 3CLpro inhibitor | -1.0 | 5.8 | 1.9 | -7.0 | 2.2 | 1.5 | x | 1.2 | 2.7 |
| CCHFV vOTU inh | 2.4 | 4.5 | 0.9 | 2.0 | -0.1 | 8.7 | -3.1 | 20.2 | -14.3 |
| Yp Topo-I inh | -3.1 | -1.2 | 7.3 | 1.8 | -5.4 | -6.1 | 19.6 | 21.8 | 22.1 |
| VHR inh abs | 33.6 | 46.3 | 9.4 | 23.1 | 8.8 | 1.3 | x | 8.2 | 3.9 |
| Anthrax LF inh2 | -1.7 | 0.5 | -11.2 | -2.9 | -4.1 | -2.5 | -10.0 | -2.0 | 2.8 |
| BoNT A protease | -0.1 | -0.5 | 4.6 | 0.6 | 0.1 | -0.6 | 0.1 | -0.4 | -0.3 |

Arranged by number of heavy atoms (lowest first): part of the list above
38: O=C(N/N=C/c1ccc[nH]1)c1ccccc1[N+](=O)[O-]
39: N/C(=N\OC(=O)c1ccc(Cl)c([N+](=O)[O-])c1)c1ccccc1
37: Cc1nc2ccc(S(=O)(=O)NC(C(=O)N3CCCC3)C(C)C)cc2s1 (stereo not drawn)
45: COc1ccccc1CCc1nnc(CCC(=O)NC(C)Cc2ccsc2)o1 (stereo not drawn)
42: CSc1nnc(-c2ccccc2N=Cc2c(C)[nH]n(-c3ccccc3)c2=O)c(=O)[nH]1
43: C=CCN(c1ccccc1OC)S(=O)(=O)c1ccc(Cl)c(C(=O)NCc2ccco2)c1

| assay / compound | 38 | 39 | 37 | 45 | 42 | 43 |
| --- | --- | --- | --- | --- | --- | --- |
| Vc quorum ag | i | -1.0 | -0.1 | -0.2 | x | i |
| PriA SSB inh | x | x | -9.9 | -12.8 | -20.5 | x |
| TcdB inh | x | -0.1 | -4.9 | -0.2 | x | 0.9 |
| PfHsp40 yeast | -0.2 | 1.2 | 1.4 | -2.0 | -1.2 | x |
| 3CLpro inhibitor | 5.8 | 1.9 | -1.0 | 2.7 | 1.5 | x |
| CCHFV vOTU inh | 4.5 | 0.9 | 2.4 | -14.3 | 8.7 | -3.1 |
| Yp Topo-I inh | -1.2 | 7.3 | -3.1 | 22.1 | -6.1 | 19.6 |
| VHR inh abs | 46.3 | 9.4 | 33.6 | 3.9 | 1.3 | x |
| Anthrax LF inh2 | 0.5 | -11.2 | -1.7 | 2.8 | -2.5 | -10.0 |
| BoNT A protease | -0.5 | 4.6 | -0.1 | -0.3 | -0.6 | 0.1 |
